Keap1 Nrf2 FP – disrupts human Keap1 binding to Nrf2 peptide | Q14145 | Keap1 Kelch-Nrf2 peptide fluorescence polarization, 1536-well | inhibition, % at 9.4 µM | hit rate 0.15% among 340,000 | AID 504523; in the data active = inhibition above about 12%;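 note: human Keap1 Kelch domain with fluorescein labeled Nrf2 9mer peptide probe; 0% = neutral control wells and 100% = peptide positive control; higher means more block of Keap1 binding to Nrf2 peptide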
DAGLB inhibitor – diacylglycerol lipase beta (human) inhibition | Q8NCG7 | HEK293T DAGLB membrane lysate, EnzChek fluorogenic substrate | inhibition, % at 5.17 µM | hit rate 0.059% among 340,000; in the data active = inhibition above about 34%;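 note: 0% = enzyme with vehicle and 100% = wells lacking enzyme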
Arrestin-AP2 inh – human beta-arrestin and AP2 interaction inhibition; hit rate 0.31% among 340,000; FITC-arrestin peptide / GST-AP2 beads, flow cytometry; AP2 beta2 appendage carries R879A mutation; inhibition, % at 10 µM;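 active = inhibition above a set limit, near 3 SD of compounds lacking own fluorescence, cut at about 54% in these data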;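 note: plate controls were DMSO wells for no effect and 5 µM unlabelled arrestin peptide for full effect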
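test system = AP2 appendage R879A on GSH beads | buffer or medium = PBS plus Tween 20 (0.05%) and BSA (0.1%) | incubation = 12 min plus 1 h, RT | detection = bead flow cytometry, FITC channel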
Cardiac RTF inh – cardiac RTF calcium desensitization; P19429+P45379; IANBD-labeled cardiac RTF, Ca2+ fluorescence; inhibition, % at 7.15 µM; hit rate 0.12% among 340,000; AID 493244;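 active = inhibition above the mean inhibition of all tested compounds plus 3 SD, cut at about 17% in these data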;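 note: assay run at fixed EC70 calcium of 1.6 mM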
LANA DNA inh – inhibitors of KSHV LANA C-terminal domain DNA binding; MBP-C-LANA/FAM-LBS DNA binding, fluorescence polarization; inhibition, % at 9 µM; hit rate 0.078% among 340,000;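 active = highest replicate inhibition at or above 60% at 9 µM, even if other replicates fall short; inactive = all replicates below 60% inhibition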;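 note: 0% = neutral control wells and 100% = 4 µM acridine orange control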
V-ATPase pH – yeast V-ATPase proton transport regulation by pHLuorin; S. cerevisiae, pHLuorin cytosolic pH fluorescence; response, % at 10 µM; hit rate 0.37% among 350,000; AID 504577; in the data active = response mostly above about 7.3%, no sharp cut-off; inactive = mostly below about 5.4%; note: actives read high; inactives centre near 0; some compounds called inactive have numbers as strong as hits; reference of the scale not given here
NSD2 inh – blocks human histone methyltransferase NSD2. AID 743445. inhibition, % at 12.5 µM. O96028. hit rate 0.54% among 310,000. NSD2 peptide methylation, AlphaScreen, 120 min; in the data active = inhibition above about 50%
Pemphigus Ab inh – human desmoglein-3 autoantibody binding inhibition. AID 588358. binding (percent of control), % at 10 µM. hit rate 0.48% among 310,000. DSG3-coupled beads, scFv-anti-DSG3-GFP binding, flow cytometry; active compounds read low. P32926;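 active = binding more than 3 SD below its plate's average and above zero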;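 note: hits lower antibody fragment binding to DSG3; some compounds called inactive have numbers as strong as hits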
Target sequence (P32926 whole entry, looked up, the tested form may be a part): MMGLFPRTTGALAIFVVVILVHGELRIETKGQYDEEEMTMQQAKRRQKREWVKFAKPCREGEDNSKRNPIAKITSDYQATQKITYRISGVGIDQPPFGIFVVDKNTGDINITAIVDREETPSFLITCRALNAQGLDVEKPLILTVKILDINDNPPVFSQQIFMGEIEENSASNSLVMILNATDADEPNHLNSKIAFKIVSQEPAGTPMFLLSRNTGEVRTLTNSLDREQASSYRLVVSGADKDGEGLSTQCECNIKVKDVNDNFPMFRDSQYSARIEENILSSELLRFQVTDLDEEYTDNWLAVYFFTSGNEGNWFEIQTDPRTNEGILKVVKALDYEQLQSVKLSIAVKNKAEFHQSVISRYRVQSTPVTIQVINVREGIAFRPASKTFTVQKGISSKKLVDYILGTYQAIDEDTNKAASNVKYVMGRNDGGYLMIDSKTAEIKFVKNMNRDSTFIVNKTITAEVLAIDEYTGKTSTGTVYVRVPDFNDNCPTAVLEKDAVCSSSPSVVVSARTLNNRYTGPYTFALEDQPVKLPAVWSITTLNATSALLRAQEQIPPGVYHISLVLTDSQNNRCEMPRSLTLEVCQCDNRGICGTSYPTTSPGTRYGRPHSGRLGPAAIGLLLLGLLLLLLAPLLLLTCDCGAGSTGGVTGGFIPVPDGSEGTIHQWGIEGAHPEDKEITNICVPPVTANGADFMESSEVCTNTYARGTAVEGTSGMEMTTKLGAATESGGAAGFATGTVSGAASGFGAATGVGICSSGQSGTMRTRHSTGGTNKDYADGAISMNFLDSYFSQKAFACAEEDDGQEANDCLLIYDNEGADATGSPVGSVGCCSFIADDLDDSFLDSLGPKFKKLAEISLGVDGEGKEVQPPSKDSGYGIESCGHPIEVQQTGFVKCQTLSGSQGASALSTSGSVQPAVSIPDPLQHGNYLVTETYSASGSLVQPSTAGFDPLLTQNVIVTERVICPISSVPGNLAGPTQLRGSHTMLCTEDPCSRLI
CAL PDZ FP-1 – blocks peptide binding to human CAL PDZ domain; inhibition, % at 20 µM; hit rate 0.02% among 330,000; purified CAL PDZ, TMR-peptide fluorescence polarization, 1 h; AID 504414; Q9HD26;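 active = highest replicate inhibition of at least 40%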;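 note: plate controls were DMSO neutral control wells for no effect and unlabeled competitor peptide control wells for full effect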
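Assay system – tagged CAL PDZ protein CerCALP, purified · Timing – 1 h at RT · Compound – single point, 20 µM · Measured by – fluorescence polarization from S- and P-plane intensities, G-factor corrected · Evaluation – inhibition from polarization loss · Probe or stimulus – TMR reporter peptide T*-PRC34 · Buffer or medium – pH 7.4 phosphate-saline buffer, reducing agent, detergent, IgG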
CAL PDZ FP-2 – inhibitors of human CAL PDZ peptide binding. hit rate 0.92% among 300,000. purified CAL PDZ, TMR-peptide fluorescence polarization, 1 h. AID 602252. inhibition, % at 24.9 µM. Q9HD26;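 active = mean inhibition of at least 30% with at least half of replicates also reaching 30%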;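 note: 0% = DMSO neutral control and 100% = excess unlabeled competitor peptide PRC23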
Numbers without * were called inactive; / = no result given. Only part of the results is shown; the hit share may differ from the screen's.

Results follow in this order: Keap1 Nrf2 FP | DAGLB inhibitor | Arrestin-AP2 inh | Cardiac RTF inh | LANA DNA inh | V-ATPase pH | NSD2 inh | Pemphigus Ab inh | CAL PDZ FP-1 | CAL PDZ FP-2
Cc1ccc(C(=O)CSc2n[nH]c(-c3ccco3)n2)cc1C
 : -4 | 3 | 24 | -6 | -1.1 | 0 | / | 101 | -1.6 | /
CC(C)Cn1c(N)c(C(=O)COC(=O)c2cc(-c3ccco3)nc3ccccc23)c(=O)n(C)c1=O
 : 4 | 5 | 16 | -16 | -0.9 | 8 | / | 94 | -2.2 | -3
Cc1ccc(NC(=O)O/N=C/c2ccc(N(C)C)cc2)cc1
 : -2 | -6 | 30 | 9 | 2.1 | 0 | -1 | 102 | -0.9 | -6
CCc1ccc(CNC(=O)c2ccc3nc(C4CCCCC4)oc3c2)nc1
 : -3 | 4 | -2 | -8 | -1.0 | 2 | 1 | / | -3.0 | -2
Cn1ncc(Br)c1NC(=O)c1ccco1
 : -2 | -1 | 17 | -5 | 0.0 | -2 | 1 | 107 | 2.5 | 4
Cn1c(NNC(=O)C(c2ccccc2)c2ccccc2)cc(=O)n(C)c1=O
 : -1 | 0 | -21 | 0 | 3.5 | 0 | 4 | 88 | -5.9 | /
CCOC(=O)C1C(=O)C=C(c2ccc(C)cc2)CC1c1ccco1 (configuration not stated)
 : -2 | -12 | 18 | 2 | 0.1 | -3 | 7 | / | / | 2
COc1cccc(N2CC(C(=O)NC3CCCCC3)CC2=O)c1 (configuration not stated)
 : -1 | 0 | 5 | -19 | -0.1 | -4 | -4 | 107 | -0.7 | -8
Cc1ccc(NC(=O)CN2CCc3ccccc3C2)cc1S(=O)(=O)N1CCOCC1
 : -2 | -2 | -20 | -9 | -0.1 | 1 | 1 | 100 | -0.1 | -1
C#CC(C)(C)NC(=O)c1sccc1Oc1ccc(F)cc1[N+](=O)[O-]
 : -2 | -5 | 0 | -4 | -0.6 | -1 | 2 | 102 | 0.5 | -1

Given with tabs: entries from further up.
SMILES	Keap1 Nrf2 FP	DAGLB inhibitor	Arrestin-AP2 inh	Cardiac RTF inh	LANA DNA inh	V-ATPase pH	NSD2 inh	Pemphigus Ab inh	CAL PDZ FP-1	CAL PDZ FP-2
CC(C)Cn1c(N)c(C(=O)COC(=O)c2cc(-c3ccco3)nc3ccccc23)c(=O)n(C)c1=O	4	5	16	-16	-0.9	8	/	94	-2.2	-3
COc1cccc(N2CC(C(=O)NC3CCCCC3)CC2=O)c1 (configuration not stated)	-1	0	5	-19	-0.1	-4	-4	107	-0.7	-8
CCOC(=O)C1C(=O)C=C(c2ccc(C)cc2)CC1c1ccco1 (configuration not stated)	-2	-12	18	2	0.1	-3	7	/	/	2
Cc1ccc(NC(=O)CN2CCc3ccccc3C2)cc1S(=O)(=O)N1CCOCC1	-2	-2	-20	-9	-0.1	1	1	100	-0.1	-1
Cn1ncc(Br)c1NC(=O)c1ccco1	-2	-1	17	-5	0.0	-2	1	107	2.5	4
Cn1c(NNC(=O)C(c2ccccc2)c2ccccc2)cc(=O)n(C)c1=O	-1	0	-21	0	3.5	0	4	88	-5.9	/

(list continues)
Results follow in this order: Keap1 Nrf2 FP | DAGLB inhibitor | Arrestin-AP2 inh | Cardiac RTF inh | LANA DNA inh | V-ATPase pH | NSD2 inh | Pemphigus Ab inh | CAL PDZ FP-1 | CAL PDZ FP-2
O=C(Nn1cnnc1)c1ccccc1Cl
 : -3 | -3 | -2 | -2 | -0.4 | 0 | -3 | 106 | 1.0 | -2
COCCOc1ccc(C(F)(F)F)cc1NC(=O)COC(=O)c1c(C)noc1C
 : -3 | -3 | -1 | -9 | -2.2 | -3 | -2 | / | -1.8 | 3
CCc1ccc(N2CCN(CCNC(=O)Nc3ccccc3)CC2)cc1
 : 2 | -2 | 7 | -5 | 0.2 | -1 | 1 | 97 | -0.3 | -9
COCCN1Cc2cccc(C(=O)Nc3ccccc3OC)c2C1=O
 : 4 | -1 | -1 | 0 | -1.7 | 3 | -2 | 92 | -3.1 | -2
CC(=O)NCC(=O)OCN1C(=O)c2ccccc2C1=O
 : -4 | -5 | 0 | -4 | -0.2 | 0 | 2 | 117 | -4.0 | 6
O=C(Oc1ccc(C(=S)N2CCOCC2)cc1Cl)c1ccccc1F
 : -4 | -4 | 24 | 9 | -0.6 | -1 | 0 | 117 | -0.3 | 1
O=C(Nc1ccc(N2CCOCC2)cc1)c1cccc(S(=O)(=O)N2CCOCC2)c1
 : 0 | 0 | 26 | 7 | -0.3 | -1 | 0 | 97 | -0.8 | /
COc1cccc(CNC(=O)c2nnn(CC(=O)Nc3cc(Cl)ccc3C)c2N)c1
 : -1 | 1 | 42 | -7 | 0.4 | 2 | -2 | 123 | -2.3 | -3
CN1C(=O)C2(c3ccccc31)c1c(oc3ccccc3c1=O)C(=O)N2CCCO (configuration not stated)
 : -5 | -1 | -16 | -6 | 0.1 | -1 | -3 | / | -0.4 | -1
CCC(=O)NC(=S)Nc1ccccc1F
 : 4 | -6 | 10 | 4 | -0.2 | -7 | 1 | / | -0.2 | -5
O=C(C1CCCN(S(=O)(=O)c2cccs2)C1)N1CCC(N2CCCCC2)CC1 (configuration not stated)
 : -1 | 1 | 22 | -11 | -1.7 | -6 | / | 111 | 0.6 | -2
CCCn1c(-c2ccc(OC)cc2)nc2ccccc21
 : -2 | 1 | -4 | 2 | 0.3 | 2 | 4 | / | -2.7 | -5
CCOC(=O)c1sc(C)c2c(=O)n(CCCN3CCOCC3)cnc12
 : -1 | -4 | -3 | -19 | 0.0 | -4 | -1 | 105 | -0.3 | -3
Cc1ccc(S(=O)(=O)N2CCC(C(=O)N3CCc4ccccc43)CC2)cc1C
 : -5 | 0 | 2 | -2 | 0.8 | -5 | -1 | 101 | -2.8 | -1
O=C(NC(Cc1ccccc1)C(=O)OCC(=O)N1CCc2ccccc21)c1ccco1 (configuration not stated)
 : -1 | -6 | 16 | -2 | 0.0 | 3 | -2 | 108 | -0.5 | -1
CN1C2C=C3C(C#N)=C(N)C(C#N)(C#N)[C@@H](c4cccc(F)c4)[C@@H]3C1CC2 (some centres not stated)
 : 2 | -4 | -3 | -9 | 1.8 | -4 | -4 | 119 | / | 0
O=c1cc(-c2ccccc2)oc2cc(O)c(O)c(O)c12
 : -1 | 20 | 29 | 2 | 3.9 | 0 | / | 97 | 1.1 | -3

Another view of three compounds above:
mol | Keap1 Nrf2 FP | DAGLB inhibitor | Arrestin-AP2 inh | Cardiac RTF inh | LANA DNA inh | V-ATPase pH | NSD2 inh | Pemphigus Ab inh | CAL PDZ FP-1 | CAL PDZ FP-2
O=C(C1CCCN(S(=O)(=O)c2cccs2)C1)N1CCC(N2CCCCC2)CC1 (configuration not stated) | -1 | 1 | 22 | -11 | -1.7 | -6 | / | 111 | 0.6 | -2
O=c1cc(-c2ccccc2)oc2cc(O)c(O)c(O)c12 | -1 | 20 | 29 | 2 | 3.9 | 0 | / | 97 | 1.1 | -3
CCOC(=O)c1sc(C)c2c(=O)n(CCCN3CCOCC3)cnc12 | -1 | -4 | -3 | -19 | 0.0 | -4 | -1 | 105 | -0.3 | -3

Compound activity from PubChem.
